# Screening results as filed in PubChem BioAssay.
# hiPSC survival: increases survival of single human iPS cells; hiPSC single-cell survival, ATPlite luminescence; 100% = ROCK inhibitor wells, 0% = DMSO; survival enhancement, % at 20 µM; 360,000 tested, 0.044% active; in the data active means survival enhancement above about 18%;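 further: cells exposed to compounds for 16 hours before the ATP read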
# PDI inh: PDI (human) enzyme inhibition; inhibition, % at 10 µM; 350,000 tested, 0.052% active; PDI insulin aggregation turbidity, A650, 90 min; P07237;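 active means mean inhibition across replicates of 30% or more, whatever share of single replicates reach that level; inconclusive means mean inhibition below 30% while every single replicate reaches 30%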;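 further: absorbance from insulin aggregation driven by PDI reduction with DTT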
# Target sequence (P07237 whole entry, looked up): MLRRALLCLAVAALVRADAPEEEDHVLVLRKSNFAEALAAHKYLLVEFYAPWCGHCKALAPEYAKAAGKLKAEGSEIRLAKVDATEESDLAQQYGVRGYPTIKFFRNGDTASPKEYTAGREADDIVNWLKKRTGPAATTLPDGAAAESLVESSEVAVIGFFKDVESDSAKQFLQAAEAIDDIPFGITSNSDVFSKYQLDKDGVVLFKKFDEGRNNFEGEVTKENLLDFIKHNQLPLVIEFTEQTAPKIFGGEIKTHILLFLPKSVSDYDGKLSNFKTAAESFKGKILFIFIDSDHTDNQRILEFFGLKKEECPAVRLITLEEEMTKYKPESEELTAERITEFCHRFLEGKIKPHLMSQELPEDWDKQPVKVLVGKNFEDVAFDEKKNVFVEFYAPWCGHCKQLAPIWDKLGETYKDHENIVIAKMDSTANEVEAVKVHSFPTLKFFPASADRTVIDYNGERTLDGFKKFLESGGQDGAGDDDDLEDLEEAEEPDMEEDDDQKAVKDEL
# ABCB6 inh 2: human ABCB6 transporter inhibition. K562-ABCB6 porphyrin accumulation, flow cytometry, 1 h; stronger effect = lower value. fluorescence ratio to DMSO, % at 10 µM. Q9NP58. 360,000 tested, 0.19% active;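 active means fluorescence ratio to DMSO below 75%, the collection mean minus 3 SD; inconclusive means too few cells collected in the well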;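 further: signal is porphyrin accumulated inside mitochondria; 100% equals median channel fluorescence of DMSO control wells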
# Glyco luc inh: blocks N-linked glycosylation in D54 reporter cells. D54 ERlucT glycosylation luciferase reporter, 24 h; percent of 100 nM tunicamycin response. reporter increase, % at 12.5 µM. 360,000 tested, 0.23% active. AID 588692;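 active means mean luciferase reporter signal, scaled so untreated is 0 and the glycosylation-blocking control 100, at or above a set limit in every replicate; inconclusive means mean reaches the limit but not every replicate does; inactive means mean below the limit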;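 further: luciferase carries N-glycosylation sites so blocking glycosylation raises the light; 0% = median of neutral control wells and 100% = median of 100 nM tunicamycin wells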
# aDG glyco up: increases alpha dystroglycan glycosylation; Pro5-aDG cells, alpha-DG glycosylation AlphaScreen (IIH6); 0% Pro5, 100% B10-LARGE cell signal; activation, % at 10 µM; 360,000 tested, 0.22% active; AID 624168;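 active means activation of at least 8% versus controls, or a plate z-score of at least 8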;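 further: Pro5 are CHO cells carrying HIG-tagged alpha-DG that lacks glycosylation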
# Cardio protect: myocardial damage modulation in H9c2 cells; H9c2 cardiomyocytes, H2O2 injury protection, ATPLite, 2 h; protection from H2O2 cell death, % at 20 µM; 360,000 tested, 0.63% active;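 active means compounds giving at least 50% protection of heart cells from peroxide-induced death in the single-dose screen, raw or plate-pattern-corrected value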;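 further: 0% = DMSO wells with peroxide and 100% = DMSO wells without peroxide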
# Granule exo inh: lytic granule exocytosis inhibition | inhibition, % at 10 µM | TALL-104 LAMP-1 surface exposure, flow cytometry; cells stimulated with thapsigargin and PMA | 360,000 tested, 0.66% active;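 active means inhibition above about 55%, limit read from the data; inconclusive means no clear call, values can overlap the other calls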
# CaV13 ICDI inh: Primary screen for inhibitors of IQ motif and Ca2+-dependent inactivation inhibitor domain binding in CACNA1D, Förster resonance energy transfer in living cells, … | inhibition, % at 12.3 µM | HEK cells, CFP/YFP FRET ICDI-IQ, plate reader, 10 min; percent FRET-ratio fall versus neutral wells | 340,000 tested, 0.098% active;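 active means mean replicate inhibition of at least 30% and at least 1% of replicates passing that level; inconclusive means only one of the two criteria is met; inactive means neither criterion is met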;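 further: 0% = median of the neutral control wells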
# m5-HT2A agonist: activates the mouse 5-HT2A serotonin receptor; P35363; CHO-K1 mHTR2A beta-arrestin complementation, luminescence; percent of 30 µM serotonin response; activation, % at 7.6 µM; 360,000 tested, 0.66% active; AID 624169;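 active means activation above a run cutoff, the mean activation of all tested compounds plus 3 SD, cut at about 14% in these data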;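 further: 0% = plate median of compound wells and 100% = 30 µM serotonin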
# Vif imaging: HIV Vif inhibition | inhibition, % at 7.49 µM | HEK293T cells, Vif self-association by quenched fluorescence, imaging, 24 h | 340,000 tested, 0.35% active; in the data active means inhibition above about 50%, passing the limit was not always enough; inconclusive means no clear call, values can overlap the other calls; inactive means below about 31%; further: some results filed as inactive read as strong as hits
# The depositor's hits bear a star; ? = inconclusive; / = no result given.
SMILES,hiPSC survival,PDI inh,ABCB6 inh 2,Glyco luc inh,aDG glyco up,Cardio protect,Granule exo inh,CaV13 ICDI inh,m5-HT2A agonist,Vif imaging
COc1ccccc1N1CCN(C(=O)CN(c2ccc(C)c(C)c2)S(C)(=O)=O)CC1,0.4,2,97,0,0.2,1,-1,-9,-6,2
O=C(CCSc1ccccc1)Nc1nnc(-c2ccccc2)o1,-0.9,3,101,1,0.1,30,3,-7,3,14
O=C(COc1ccccc1F)Nc1nc(-c2ccccn2)cs1,2.1,-13,92,-4,0.9,60*,-8,-6,0,-14
NC(=S)N/N=C1\CC(n2nnnc2-c2ccccc2)C2COC1O2 (centres undefined),-0.8,-1,102,-2,0.3,-12,-7,-4,-2,-2
Cn1c(COc2ccccc2)nnc1SCC(=O)Nc1ccc(N2CCOCC2)cc1,1.3,9,104,0,0.0,-4,-4,-7,-5,9
CCCn1nnc(NC(=O)c2cccc(OCC(C)C)c2)n1,1.7,4,88,0,0.2,-6,1,/,-7,/
CN1C[C@@H]2C(c3ccccc3)C3(c4ccccc4)CC2(C3)[C@H]1c1ccccc1 (some centres undefined),0.4,-3,94,-5,-0.2,-4,-6,-5,-4,/
COc1ccccc1C(=O)NCCC(=O)NCC(C)(C)N1CCOCC1,-0.6,-6,105,2,-0.2,-1,11,-6,17*,-1
CC(=O)N1CCN2C(=O)C1CCCC(=O)c1cc(C(C)C)ccc12 (centres undefined),-1.7,-1,99,0,-0.1,-2,-3,-4,-1,4
COc1ccc(C(CNC(=O)c2ccc(S(=O)(=O)N3CCCC3)cc2)N2CCOCC2)cc1 (centres undefined),0.3,1,104,-1,-0.1,5,2,-4,-6,1
Cc1nc2ccc3nc(NC(=O)c4ccc5c(c4)OCCO5)sc3c2s1,0.0,0,98,2,7.7*,3,-2,/,-1,9
Cc1ccc(S(=O)(=O)Nc2ccccc2F)cc1C(=O)NNC(=O)c1csc(N2CCOCC2)n1,1.1,-4,98,-1,0.0,5,7,-2,5,-3
CCCOc1ccc(OCCNC2CCCC2)cc1,-2.2,1,93,-3,0.1,2,3,-6,-2,3
COc1ccc(N(CC(=O)Nc2ccccc2Cl)S(=O)(=O)c2ccc(C)cc2)cc1OC,-0.6,-1,103,-5,0.1,-5,16,0,-8,-3
O=C(Nc1ccncc1)C1CCCN(S(=O)(=O)c2cccc3cccnc23)C1 (centres undefined),-0.2,/,98,21,0.2,2,-1,-2,0,10
O=C(NNC(=O)c1nn(-c2ccc(F)cc2)ccc1=O)c1ccc(Cl)cc1,1.6,2,103,2,0.0,0,-1,-5,-4,/
CCCn1cc(S(=O)(=O)c2ccccc2)c(=O)c2cc(F)c(N3CCN(C)CC3)cc21,-0.7,10,103,-1,-0.1,2,25,-3,-5,0
Cc1cc(C)nc(Nc2n[nH]c(C)n2)n1,-0.9,11,98,1,-0.3,8,0,0,1,1
Cc1ccc(S(=O)(=O)NCCNC(=O)c2nonc2N)cc1,6.0,22,98,1,-0.3,6,-2,-6,1,0
COC(=O)c1ccc(C2/C(=C(/O)c3ccc4c(c3)CC(C)O4)C(=O)C(=O)N2Cc2cccnc2)cc1 (centres undefined),1.0,3,101,3,0.1,0,0,/,4,3
Cc1ccc2nc(-c3ccc(Cl)cc3)c(Cc3cccc(Cl)c3)n2c1,-0.3,/,93,/,0.3,/,3,-10,-8,/
Cn1c(=O)c2cc(NC(=S)NC3CC3)ccc2n1Cc1ccccc1,0.5,0,98,-2,0.0,0,6,-4,-5,3
COc1ccc(NC(=O)C2(C)CCN2Cc2ccc(OC(F)(F)F)cc2)cc1OC (centres undefined),3.2,3,88,1,0.0,-8,9,-5,3,5
Cc1nnc(Sc2c(-c3ccccc3)c3ccc(Cl)cc3[nH]c2=O)s1,-2.3,5,101,-5,0.1,-1,0,-5,5,-3
CCn1c(=O)cc(SCC(=O)NCc2ccccn2)c2ccccc21,-1.1,-1,93,4,0.0,6,0,-9,-2,/
CCOC(=O)c1c2c(n(-c3ccc(OC)cc3)c1C)C(=O)C(=O)c1ccccc1-2,-1.7,10,98,-21,-0.5,-15,98*,/,11,8
CCc1ccccc1NC(=O)C1NC(=O)CC1c1ccccc1 (centres undefined),4.7,/,93,0,0.2,12,-5,-2,-2,18
CCOC(=O)/C=C/c1cnn(-c2ccccc2)c1,-0.1,-2,101,-4,0.1,2,?,-6,1,-3
CCOc1cccc(-c2nnc3sc(COc4ccccc4)nn23)c1,3.0,-7,99,1,0.7,-2,4,-4,0,-18
N#CCCN(C(=O)COC(=O)CSc1ccc(Cl)cc1)c1ccccc1,-0.5,-5,96,1,0.0,4,-1,-2,7,0
CN(CCc1ccccn1)C1CCCN(S(=O)(=O)c2ccccc2Cl)C1 (centres undefined),0.7,-4,96,-1,-0.2,-2,-3,-8,-9,10
CC1=NN(C(=O)CSCc2ccccc2)C(O)(c2ccc(F)cc2)C1 (centres undefined),-2.0,-12,97,-2,-0.1,6,2,-3,-6,1
O=C(CN1C(=O)NC2(CCCCCC2)C1=O)c1ccc(Cl)s1,-0.5,1,100,-2,0.1,4,3,-2,-8,-4
O=C(CSc1nnnn1-c1cccc2c1CCCC2)N1CCCCC1,-1.5,21,87,-2,0.9,-8,-2,0,2,-14
Cc1cc(C)cc(N(CCC#N)C(=O)COC(=O)C2CCN(S(=O)(=O)c3ccc(C)c(C)c3)CC2)c1,0.9,-2,92,1,0.2,-2,-1,-3,6,-4
COC(=O)c1[nH]c2cccc(OC)c2c1NC(=O)CN1CCC(C(N)=O)(N2CCCCC2)CC1,-0.6,8,106,-1,0.7,11,-2,-5,4,-14
C=CCn1c(SCC(=O)N2CCc3ccccc3C2)nc2sc(C)c(C)c2c1=O,0.8,6,100,0,0.6,8,5,-2,1,3
CCCc1nnc(SCC(=O)Nc2ccccc2F)o1,-0.2,9,100,2,-0.1,-1,-4,-3,3,-5
O=c1oc2ccc(NS(=O)(=O)c3cccc4cccnc34)cc2s1,0.0,-2,96,2,0.1,-19,-8,-3,-1,-8
O=C(Nc1ccc(Br)cc1)C1CCN(C(=O)c2ccc(F)cc2)CC1,0.6,-8,105,0,0.7,1,0,-8,-5,5
O=C1OC(c2ccccc2)(c2ccccc2)c2ccccc21,0.7,-1,100,-6,0.2,-16,2,-3,-2,0
O=C(Nc1cc(C(F)(F)F)ccc1N1CCOCC1)c1ccco1,-1.0,7,95,8,-0.1,-3,4,-8,8,3
COC(=O)CNc1cc(S(=O)(=O)N2CCCCC2)ccc1Oc1cccc(C)c1,-0.2,-15,92,3,-0.1,-1,35,-6,-4,-13
CC(=O)Nc1ccc(-c2ccnc3c2CC(C)(C(=O)Nc2ccc4c(c2)OCO4)O3)cc1 (centres undefined),-1.8,-3,95,3,-0.2,25,6,-6,0,15
Cn1cnnc1SCC(=O)c1ccc2c(c1)NC(=O)CO2,-2.4,-5,97,2,0.0,13,-3,-2,6,5

# Molecules shown so far containing a Cl atom, in the order listed:
SMILES,hiPSC survival,PDI inh,ABCB6 inh 2,Glyco luc inh,aDG glyco up,Cardio protect,Granule exo inh,CaV13 ICDI inh,m5-HT2A agonist,Vif imaging
COc1ccc(N(CC(=O)Nc2ccccc2Cl)S(=O)(=O)c2ccc(C)cc2)cc1OC,-0.6,-1,103,-5,0.1,-5,16,0,-8,-3
O=C(NNC(=O)c1nn(-c2ccc(F)cc2)ccc1=O)c1ccc(Cl)cc1,1.6,2,103,2,0.0,0,-1,-5,-4,/
Cc1ccc2nc(-c3ccc(Cl)cc3)c(Cc3cccc(Cl)c3)n2c1,-0.3,/,93,/,0.3,/,3,-10,-8,/
Cc1nnc(Sc2c(-c3ccccc3)c3ccc(Cl)cc3[nH]c2=O)s1,-2.3,5,101,-5,0.1,-1,0,-5,5,-3
N#CCCN(C(=O)COC(=O)CSc1ccc(Cl)cc1)c1ccccc1,-0.5,-5,96,1,0.0,4,-1,-2,7,0
CN(CCc1ccccn1)C1CCCN(S(=O)(=O)c2ccccc2Cl)C1 (centres undefined),0.7,-4,96,-1,-0.2,-2,-3,-8,-9,10
O=C(CN1C(=O)NC2(CCCCCC2)C1=O)c1ccc(Cl)s1,-0.5,1,100,-2,0.1,4,3,-2,-8,-4
